esBAF inh = blocks esBAF chromatin remodeling in mouse ES cells | Bmi1-luciferase knock-in reporter, 24 h; 100% = twice the neutral-well signal | AID 602393 | reporter increase, % at 12.5 µM | 350,000 tested, 2% active; in the data active = activation above about 40%;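 note: 0% = median of the plate's neutral control wells and 100% = double that signal; a rise in the Bmi1 reporter signal indicates esBAF inhibition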
RAD52 anneal inh = inhibitors of human RAD52 DNA annealing; 360,000 tested, 0.46% active; AID 651710; inhibition, % at 18.7 µM; recombinant RAD52 DNA annealing, FRET fluorescence; P43351;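 active = every replicate showing at least 50% inhibition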
Target sequence (P43351 whole entry, looked up): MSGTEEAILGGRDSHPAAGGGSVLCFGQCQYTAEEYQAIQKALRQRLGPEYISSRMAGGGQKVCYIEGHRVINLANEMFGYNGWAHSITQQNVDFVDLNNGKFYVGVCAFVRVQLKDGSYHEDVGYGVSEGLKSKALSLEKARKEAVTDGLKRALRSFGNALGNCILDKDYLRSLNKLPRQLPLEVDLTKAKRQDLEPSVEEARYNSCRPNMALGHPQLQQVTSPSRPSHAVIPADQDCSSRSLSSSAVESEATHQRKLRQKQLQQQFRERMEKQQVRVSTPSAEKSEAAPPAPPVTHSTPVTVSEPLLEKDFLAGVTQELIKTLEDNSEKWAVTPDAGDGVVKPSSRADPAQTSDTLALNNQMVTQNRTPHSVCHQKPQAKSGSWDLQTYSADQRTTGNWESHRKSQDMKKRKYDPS
EWS-Fli block = EWS/Fli transcriptional activity inhibition. inhibition, % at 12.6 µM. A673 NR0B1-luciferase reporter, viability-normalised. 350,000 tested, 0.67% active;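 active = mean inhibition of at least 50% after viability correction, with every replicate also passing that limit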;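 note: firefly luciferase signal divided by Alamar Blue viability fluorescence both relative to DMSO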
FN deposit inh = fibronectin deposition inhibition. inhibition, % at 12.6 µM. AH1F fibroblasts, Alexa488-fibronectin deposition fluorescence, overnight. AID 743247. 350,000 tested, 0.086% active;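 active = mean inhibition across replicates of 30% or more, regardless of how many single replicates reach that level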;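 note: positive control wells lacked labelled fibronectin entirely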
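test system = AH1F fibroblasts assembling fluorescent fibronectin matrix | quantity = 10000 AH1F cells per well | buffer or medium = DMEM plus 2% serum, read in PBS | doses = single dose, pinned | incubation = 1 h cell attachment, overnight exposure to compound and label | detection = fluorescence at 485 nm excitation, 525 nm emission | read-out basis = inhibition from reduced deposited-fibronectin fluorescence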
E-selectin induc = E-selectin induction on HUVECs | activation, % at 7.58 µM | AID 686992 | 260,000 tested, 0.37% active | HUVEC E-selectin immunofluorescence imaging; normalized: neutral wells 0, TNF-alpha wells 100;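 active = mean E-selectin-positive cell signal at least 10% of the positive control, reached in at least 60% of replicates, without over 20% cell loss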;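 note: in these data hits start at about 27%; measured in HUVEC primary endothelial cells; signal is the percent of cells scored E-selectin positive by PE staining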
Target sequence (P16581 whole entry, looked up): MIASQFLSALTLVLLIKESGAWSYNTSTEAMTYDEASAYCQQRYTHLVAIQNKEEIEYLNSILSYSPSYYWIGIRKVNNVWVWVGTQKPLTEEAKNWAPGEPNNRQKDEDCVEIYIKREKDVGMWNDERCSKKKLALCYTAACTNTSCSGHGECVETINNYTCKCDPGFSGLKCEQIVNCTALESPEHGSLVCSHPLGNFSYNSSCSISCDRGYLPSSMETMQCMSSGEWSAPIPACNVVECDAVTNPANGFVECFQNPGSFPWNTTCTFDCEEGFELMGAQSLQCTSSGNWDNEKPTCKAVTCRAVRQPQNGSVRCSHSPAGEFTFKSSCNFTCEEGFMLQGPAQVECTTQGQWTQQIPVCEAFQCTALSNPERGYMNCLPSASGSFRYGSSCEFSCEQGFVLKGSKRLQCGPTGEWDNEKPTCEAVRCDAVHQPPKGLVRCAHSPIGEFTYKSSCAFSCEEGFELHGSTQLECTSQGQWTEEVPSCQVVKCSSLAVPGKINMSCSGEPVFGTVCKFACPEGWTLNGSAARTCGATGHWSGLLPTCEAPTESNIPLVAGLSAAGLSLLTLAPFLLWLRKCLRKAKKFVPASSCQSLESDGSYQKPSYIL
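Assay system: HUVEC, human umbilical vein endothelial cells / Amount: 3,000 HUVEC/well / Controls: TNF-alpha positive control, DMSO neutral control / Compound dosing: single concentration / Medium: EGM-2 over gelatin coat / Evaluation: percent E-selectin-positive cells / Signal: immunofluorescence imaging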
RAD54 inh = inhibitors of human RAD54 branch migration | 360,000 tested, 0.14% active | AID 602329 | Q92698 | inhibition, % at 10.4 µM | RAD54 Holliday junction branch migration, FAM/BHQ fluorescence;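 active = mean normalized replicate activity at least 40 and at least half of replicates scoring 40 or more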;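 note: 0% = median of neutral control wells and 100% = median of positive control wells; inhibitors cause a drop in the FAM fluorescence signal; in these data hits start at about 50%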
S100A4 inh HTS = inhibitors of human S100A4 binding to myosin IIA peptide | P26447 | S100A4/TAMRA-MyoIIA peptide fluorescence polarization | inhibition, % at 10.7 µM | 360,000 tested, 0.14% active | AID 652163;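 active = mean inhibition of at least 70% across replicates, with every replicate also reaching that level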
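Test system – S100A4 monomer (human) · Compound – single-point compound testing · Schedule – 5 min incubation before reading · Probe or stimulus – TAMRA-labelled myosin IIA heavy-chain peptide probe, 5 nM · Benchmarks – neutral control DMSO, positive control TFP · Medium – Calcium-containing HEPES buffer, pH 7.2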
Xi reactivation = X-chromosome reactivation activator; 360,000 tested, 0.055% active; XiGFP mouse fibroblasts, % GFP-positive cells imaging, 3 d; cells co-treated with 5-aza-dC sensitizer; scaled so ellipticine positive control = 100%; activation, % at 7.58 µM; AID 743238;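 active = mean normalized replicate activation at least 10% and every replicate at or above 10%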;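 note: 0% = median of on-plate neutral control wells and 100% = ellipticine 6 µM median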
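Assay system – SV40-immortalized XiGFP fibroblast cells, line 68-5-11 · Buffer or medium – DMEM supplemented with 5-aza-dC as sensitizing agent · Dosing – one concentration, pinned · Benchmarks – positive control ellipticine, 6 µM final · Times – 3 days compound exposure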
* marks the source's active call; other numbers are inactive results. Not a hit list; about 3% have a hit in one of these screens.

Sample of the layout (3 entries):
How did COc1ccc(S(=O)(=O)N[C@H]2C=C[C@H](CC(=O)NCCc3ccccc3)O[C@H]2CO)cc1 do in these assays?
esBAF inh: 4; RAD52 anneal inh: 0; EWS-Fli block: -5; E-selectin induc: -0.6; RAD54 inh: 0; S100A4 inh HTS: -7; Xi reactivation: -0.3

How did CN1C[C@@H]2C(c3ccc(C(F)(F)F)cc3)C3(c4ccccc4)CC2(C3)[C@H]1c1ccccc1 (stereo partly specified) do in these assays?
esBAF inh: -2; RAD52 anneal inh: -18; EWS-Fli block: 8; FN deposit inh: -5; E-selectin induc: -0.1; RAD54 inh: -4; S100A4 inh HTS: -9; Xi reactivation: 0.1

How did Nc1nc2nccc(-c3ccco3)n2n1 do in these assays?
esBAF inh: -7; RAD52 anneal inh: -8; EWS-Fli block: -21; FN deposit inh: 2; S100A4 inh HTS: 7; Xi reactivation: 0.2

Results, from the start:
How did COc1ccc(S(=O)(=O)N[C@H]2C=C[C@H](CC(=O)NCCc3ccccc3)O[C@H]2CO)cc1 do in these assays?
esBAF inh: 4; RAD52 anneal inh: 0; EWS-Fli block: -5; E-selectin induc: -0.6; RAD54 inh: 0; S100A4 inh HTS: -7; Xi reactivation: -0.3

How did CN1C[C@@H]2C(c3ccc(C(F)(F)F)cc3)C3(c4ccccc4)CC2(C3)[C@H]1c1ccccc1 (stereo partly specified) do in these assays?
esBAF inh: -2; RAD52 anneal inh: -18; EWS-Fli block: 8; FN deposit inh: -5; E-selectin induc: -0.1; RAD54 inh: -4; S100A4 inh HTS: -9; Xi reactivation: 0.1

How did Nc1nc2nccc(-c3ccco3)n2n1 do in these assays?
esBAF inh: -7; RAD52 anneal inh: -8; EWS-Fli block: -21; FN deposit inh: 2; S100A4 inh HTS: 7; Xi reactivation: 0.2

How did CC(C)(C)OC(=O)NCc1ccc(CNC(=O)c2[nH]cnc2C(=O)N[C@@H](Cc2ccccc2)C(=O)OC(C)(C)C)cc1 do in these assays?
RAD52 anneal inh: 2; EWS-Fli block: 21; FN deposit inh: 6; E-selectin induc: 0.5; RAD54 inh: -7; S100A4 inh HTS: -1; Xi reactivation: 0.0

How did Cc1c(C(=O)Nc2cccc(Oc3ccccc3)c2)sc(=O)n1Cc1ccc(F)cc1 do in these assays?
esBAF inh: -2; RAD52 anneal inh: -24; EWS-Fli block: 0; FN deposit inh: 6; RAD54 inh: 3; S100A4 inh HTS: 5; Xi reactivation: 0.1

Results for CCN(CC)C(=O)C1=C(C)N(CCCN2CCCC2=O)C(=O)C(CC(=O)NCCN2CCOCC2)C1 (stereo unspecified) ?
esBAF inh: 0; RAD52 anneal inh: -13; EWS-Fli block: -2; FN deposit inh: -5; E-selectin induc: -0.2; RAD54 inh: 0; S100A4 inh HTS: 10; Xi reactivation: 0.1

How did CC(=O)OC1(C(C)=O)CCC2C3CC(C(F)(F)F)C4=CC(=O)CCC4(C)C3CCC21C (stereo unspecified) do in these assays?
esBAF inh: -11; RAD52 anneal inh: 9; EWS-Fli block: 5; E-selectin induc: 0.2; RAD54 inh: -7; S100A4 inh HTS: 0; Xi reactivation: -0.1

How did CN(C)CCCNC(=O)C[C@@H]1CC[C@H]2[C@@H](COC[C@H](O)CN2S(=O)(=O)c2ccc(F)cc2)O1 do in these assays?
esBAF inh: 0; RAD52 anneal inh: -7; EWS-Fli block: -6; FN deposit inh: -2; E-selectin induc: 0.1; RAD54 inh: 9; S100A4 inh HTS: 4; Xi reactivation: 0.0

What do the screens show for `COc1ccc2c3c(n(C)c2c1)[C@H](CO)NCC31CN(C(=O)c2cccc(F)c2)C1`?
RAD52 anneal inh: -10; EWS-Fli block: -2; FN deposit inh: -7; E-selectin induc: 1.3; S100A4 inh HTS: 4; Xi reactivation: 0.0

Results for Cc1nc(SCC(=O)Nc2nccs2)c(C#N)c(C)c1C ?
esBAF inh: -66; RAD52 anneal inh: 0; EWS-Fli block: 72*; FN deposit inh: -3; RAD54 inh: -2; S100A4 inh HTS: -1; Xi reactivation: 0.1

Results for N#CCc1ccc(NC(=O)c2ccc(S(=O)(=O)N3CCOCC3)cc2)cc1 ?
esBAF inh: -4; RAD52 anneal inh: 0; EWS-Fli block: 9; FN deposit inh: 0; E-selectin induc: -0.2; RAD54 inh: -6; S100A4 inh HTS: -19; Xi reactivation: 0.0

What do the screens show for `Cc1ccc(CN2CCN(/N=C/c3cccs3)CC2)cc1`?
RAD52 anneal inh: 1; EWS-Fli block: -4; FN deposit inh: -5; E-selectin induc: -2.5; S100A4 inh HTS: 2; Xi reactivation: 0.3

What do the screens show for `O=S(=O)(/N=C(\c1ccc(F)cc1)N1CCOCC1)c1ccccc1`?
esBAF inh: -9; RAD52 anneal inh: -14; EWS-Fli block: -3; FN deposit inh: -8; E-selectin induc: 0.9; RAD54 inh: -9; S100A4 inh HTS: 7; Xi reactivation: 0.1

How did Cc1nc2c(-c3ccc(Cl)cc3)cnn2c(N)c1-c1ccc(F)cc1 do in these assays?
esBAF inh: -19; RAD52 anneal inh: -17; EWS-Fli block: 1; FN deposit inh: 1; E-selectin induc: 0.0; RAD54 inh: 0; S100A4 inh HTS: -1; Xi reactivation: 0.0

Results for Cn1nccc1C(=O)N1CCN(c2cccc(Cl)c2)CC1 ?
esBAF inh: 2; RAD52 anneal inh: -3; EWS-Fli block: -5; FN deposit inh: -5; E-selectin induc: -3.7; RAD54 inh: -2; S100A4 inh HTS: 0; Xi reactivation: 0.0

How did Cc1c(OCC(=O)NCC2CCC(C(=O)O)CC2)ccc2c3c(c(=O)oc12)CCC3 (stereo unspecified) do in these assays?
esBAF inh: -1; RAD52 anneal inh: -6; EWS-Fli block: -1; RAD54 inh: -4; S100A4 inh HTS: 12

How did Cc1ccc(C(=O)NNC(=O)c2cccc(S(=O)(=O)N3CCOCC3)c2)cc1 do in these assays?
esBAF inh: -6; RAD52 anneal inh: -18; EWS-Fli block: -7; FN deposit inh: -8; E-selectin induc: 0.0; RAD54 inh: 0; S100A4 inh HTS: -4; Xi reactivation: 0.0

How did O=C(COC(=O)CCc1c[nH]c2ccccc12)Nc1cccc(Cl)c1 do in these assays?
esBAF inh: -8; RAD52 anneal inh: -10; EWS-Fli block: 6; FN deposit inh: 6; E-selectin induc: 5.9; RAD54 inh: -3; S100A4 inh HTS: 1; Xi reactivation: -0.1

Results for COc1ccc2c(C)cc(N3CCN(c4ccc(F)cc4)CC3)nc2c1 ?
esBAF inh: -4; RAD52 anneal inh: 1; EWS-Fli block: 21; RAD54 inh: -12; S100A4 inh HTS: 1

How did COc1cc(OC)nc(Nc2nc(C(N)Cc3ccc(F)cc3)cs2)n1 (stereo unspecified) do in these assays?
esBAF inh: 0; RAD52 anneal inh: -21; EWS-Fli block: 11; FN deposit inh: 4; E-selectin induc: -0.1; RAD54 inh: 8; S100A4 inh HTS: 0; Xi reactivation: 0.1

Results for CCn1cc(CNCc2cn[nH]c2-c2cc3ccccc3o2)cn1 ?
RAD52 anneal inh: -3; EWS-Fli block: 13; FN deposit inh: 9; S100A4 inh HTS: -1; Xi reactivation: 0.0

How did O=C(Nc1ccc(F)cc1)N[C@H]1CC[C@@H](CCn2cc(C3(O)CCCC3)nn2)O[C@H]1CO do in these assays?
esBAF inh: 5; RAD52 anneal inh: -8; EWS-Fli block: 1; E-selectin induc: -1.0; RAD54 inh: -4; S100A4 inh HTS: 3; Xi reactivation: -0.4

How did CCC(C)NCCCOc1ccc(Cl)cc1C(C)(C)C (stereo unspecified) do in these assays?
FN deposit inh: -4; E-selectin induc: 0.4; RAD54 inh: 13; Xi reactivation: 0.1

How did COc1cc(C(=O)NCC(=O)N2CCN(S(=O)(=O)c3cc(C)ccc3C)CC2)cc(OC)c1OC do in these assays?
esBAF inh: -7; RAD52 anneal inh: -10; EWS-Fli block: 54*; FN deposit inh: 8; E-selectin induc: 25; RAD54 inh: -3; S100A4 inh HTS: -1; Xi reactivation: 0.5

Results for COc1ccc(-c2c(C)nn3c(C(F)(F)F)cc(C)nc23)cc1 ?
esBAF inh: -6; RAD52 anneal inh: 1; EWS-Fli block: -4; FN deposit inh: -6; RAD54 inh: 1; S100A4 inh HTS: -4; Xi reactivation: 0.0

Results for Cc1cc(=O)oc2cc(OCC(=O)OCC(=O)Nc3ccc(C(N)=O)cc3)ccc12 ?
RAD52 anneal inh: -11; EWS-Fli block: 5; FN deposit inh: 5; E-selectin induc: 1.6; RAD54 inh: -14; S100A4 inh HTS: 3; Xi reactivation: -0.2

How did CC(C)c1nnc(NC(=O)CCc2ccccc2)s1 do in these assays?
esBAF inh: 34; RAD52 anneal inh: -9; EWS-Fli block: -23; FN deposit inh: 4; E-selectin induc: 0.0; RAD54 inh: 7; S100A4 inh HTS: -1; Xi reactivation: 0.0

Results for CCOc1ccccc1/C=C(\NC(=O)c1ccccc1)C(=O)NCCC(=O)O ?
RAD52 anneal inh: -25; EWS-Fli block: -11; FN deposit inh: 0; S100A4 inh HTS: 4; Xi reactivation: 0.0

How did O=C(N[C@@H](Cc1ccccc1)C(=O)N1CCC2(CC1)NCCc1[nH]cnc12)c1cccc(F)c1 do in these assays?
esBAF inh: -4; RAD52 anneal inh: 2; EWS-Fli block: 0; FN deposit inh: 3; RAD54 inh: -8; S100A4 inh HTS: -2; Xi reactivation: 0.4

How did O=C(C[C@@H]1CC[C@H](NC(=O)CC2CC2)[C@@H](CO)O1)NCC(F)(F)F do in these assays?
esBAF inh: -1; RAD52 anneal inh: 4; EWS-Fli block: 3; FN deposit inh: -12; E-selectin induc: 0.0; RAD54 inh: 3; S100A4 inh HTS: -14; Xi reactivation: 0.5

How did NNc1nc(-c2ccccc2)c2cc(Br)ccc2n1 do in these assays?
esBAF inh: -3; RAD52 anneal inh: -49; EWS-Fli block: 18; FN deposit inh: -3; E-selectin induc: -1.3; RAD54 inh: 1; S100A4 inh HTS: -1; Xi reactivation: 0.0

How did COc1ccc2c3c(n(C)c2c1)[C@H](CO)N(CC1CC1)CC31CN(C(=O)CC2CC2)C1 do in these assays?
RAD52 anneal inh: -22; EWS-Fli block: 1; FN deposit inh: 2; E-selectin induc: 0.6; S100A4 inh HTS: 17; Xi reactivation: 0.0

What do the screens show for `CCOC(=O)c1c(C)[nH]c(C(=O)N2CCC(C(=O)OCC)CC2)c1C`?
RAD52 anneal inh: -34; EWS-Fli block: 1; FN deposit inh: 8; RAD54 inh: 1; S100A4 inh HTS: -7; Xi reactivation: 0.3

How did Cc1ccc(CN(C)C[C@H]2OCc3cn(nn3)CCCC(=O)N([C@@H](C)CO)C[C@H]2C)cc1 do in these assays?
esBAF inh: 4; RAD52 anneal inh: -4; EWS-Fli block: 3; FN deposit inh: -4; E-selectin induc: 0.2; RAD54 inh: -17; S100A4 inh HTS: -1; Xi reactivation: 0.2

Results for Nc1c(N(Cc2ccco2)C(=O)c2ccc(Cl)cc2)c(=O)[nH]c(=O)n1Cc1ccccc1 ?
esBAF inh: 1; RAD52 anneal inh: -23; EWS-Fli block: -5; FN deposit inh: -8; RAD54 inh: -9; S100A4 inh HTS: -2; Xi reactivation: -0.1

High-throughput results deposited in PubChem BioAssay by Broad Institute.
